# Screening results as filed in PubChem.
# SRC1 TRFRET art = TR-FRET detection interference compounds, primary screen, artefact control for PPARgamma SRC-1 recruitment agonists, biochemical, TR-FRET emission ratio; AID 1051, 2008; TR-FRET detection artefact counter-screen; active compounds read high; TR-FRET ratio at 8 µM; actives 0.34% (n = 99,000); in the data active means TR-FRET ratio above about 2300; further: inactives centre near 1800
# SRC3 TRFRET art = TR-FRET detection interference compounds, artefact control for PPARgamma SRC-3 recruitment agonists, biochemical, TR-FRET ratio. actives 0.39% (n = 99,000). TR-FRET ratio at 8 µM. TR-FRET artefact counter-screen, PPARgamma/SRC-3 format; active compounds read high; in the data active means TR-FRET ratio above about 2000; further: inactives centre near 1600
# * marks the source's active call; other numbers are inactive results. Not all compounds are listed; rates above refer to the full screens.
Structure | SRC3 TRFRET art | SRC1 TRFRET art
Cc1nn(CC(=O)Nc2ccc(N(C)C)cc2)c(C)c1[N+](=O)[O-] | 1371 | 1583
N#CC(c1ccc(Cl)cc1)c1cccc(Cl)n1 (stereo not drawn) | 1608 | 1655
COc1ccc(NC(=O)Nc2ccc(Br)c(C)c2)cc1 | 1684 | 1846
COc1cc(OC)cc(C(=O)Nc2ccc(CN3CCCCC3)cc2)c1 | 1708 | 1909
CCOCCCNC(=S)N1CCCN(c2nc3cc(C)ccc3cc2C#N)CC1 | 1386 | 1713
COc1cc(C(=O)NCC(c2cccs2)N(C)C)cc(Cl)c1OC(C)C (stereo not drawn) | 1643 | 1895
COC(=O)Cc1c(O)ccn(Cc2ccc(OC)c(OC)c2)c1=O | 1339 | 1808
CCn1c(SCC(=O)Nc2cc(S(=O)(=O)N3CCOCC3)ccc2OC)nnc1-c1ccncc1 | 1624 | 1963
CCC(C)NC(=O)C1(NC(=O)Nc2ccccc2)CCCCC1 (stereo not drawn) | 1547 | 1940
Cc1[nH]c2ccc(F)cc2c1CCN(Cc1ccco1)C(=S)NC(C)(C)C | 1761 | 1921
CCOc1ccc(C(=O)NNC2CC(=O)N(Cc3ccc(Cl)cc3)C2=O)cc1OC (stereo not drawn) | 1373 | 1658
CN(C)c1ccc(C(=O)c2ccccc2C(=O)O)cc1[N+](=O)[O-] | 1572 | 1745
CCN(CC)S(=O)(=O)c1cccc(-c2n[nH]c(=S)n2CC(C)C)c1 | 1503 | 1964
O=C(Nc1nnc(Cc2ccc([N+](=O)[O-])cc2)s1)Nc1ccccc1F | 1755 | 1845
CC(=O)Nc1ccc(NC(=O)CSc2nnc3ccc(-c4ccc(F)cc4)nn23)cc1 | 1828 | 1754
O=C(Cc1cccs1)Nc1cccc(C(=O)Nc2ccc(C(=O)O)cc2)c1 | 1734 | 2163
CC(=O)N/C(=C\c1cccs1)C(=O)O | 1584 | 1452
CN(C)c1ccc(/C=C2/NC(=O)NC2=O)cc1 | 1831 | 1892
COC(=O)c1ccc(CN2C(=O)NC(CC(C)C)C2=O)cc1 (stereo not drawn) | 1738 | 1854
Cn1c(N=NC(=O)c2ccccc2)c(O)c2ccccc21 | 1662 | 2081
CCc1cccc(NC(=O)CN(C)S(=O)(=O)c2cccs2)c1 | 1471 | 1756
CCC(=O)Nc1cccc(NC(=O)c2cccc([N+](=O)[O-])c2C)c1 | 1428 | 1640
O=C(COC(=O)C1COc2ccccc2O1)Nc1cccc(S(=O)(=O)N2CCCCC2)c1 (stereo not drawn) | 1706 | 1829
O=C(C1CCCN(S(=O)(=O)c2cccc3nonc23)C1)N1CCN(c2ccccc2Cl)CC1 (stereo not drawn) | 1708 | 1880

# As a working copy, part of the list above:
Structure | SRC3 TRFRET art | SRC1 TRFRET art
CCN(CC)S(=O)(=O)c1cccc(-c2n[nH]c(=S)n2CC(C)C)c1 | 1503 | 1964
O=C(Nc1nnc(Cc2ccc([N+](=O)[O-])cc2)s1)Nc1ccccc1F | 1755 | 1845
CC(=O)Nc1ccc(NC(=O)CSc2nnc3ccc(-c4ccc(F)cc4)nn23)cc1 | 1828 | 1754
O=C(Cc1cccs1)Nc1cccc(C(=O)Nc2ccc(C(=O)O)cc2)c1 | 1734 | 2163
CC(=O)N/C(=C\c1cccs1)C(=O)O | 1584 | 1452

# Continued.
Structure | SRC3 TRFRET art | SRC1 TRFRET art
COc1ccc(C[C@H]2CN3C(=NC[C@@H]3Cc3ccccc3)N2CCNC(=O)CCC2CCCCC2)cc1 | 1721 | 1583
COC(=O)Cn1c(=NC(=O)c2cccc(OC)c2)sc2cc(OC)ccc21 | 1488 | 1659
Cc1cccc(Sc2ccc([N+](=O)[O-])cn2)c1 | 1588 | 1779
CCN(CC)CC(=O)Nc1sc2c(c1C(=O)c1ccccc1OC)CCC2 | 1497 | 1785
CCOC(=O)C1(CCOc2ccccc2)CCN(Cc2ccncc2)CC1 | 1399 | 1840
COc1ccccc1N1CCN(CC(=O)NCCc2ccc(S(N)(=O)=O)cc2)CC1 | 1468 | 1647
O=C(O)c1ccc(NCCc2ccc(Cl)cc2)c([N+](=O)[O-])c1 | 1679 | 1846
N/C(=N\OC(=O)c1cccc(Cl)c1)c1ccccn1 | 1607 | 1764
Cc1cccnc1NC(=O)c1c(O)c2cccc3c2n(c1=O)CCC3 | 1664 | 1936
Cc1cc(Cl)c(OCCOCCN2CCCC(C)C2)c(Br)c1 (stereo not drawn) | 1828 | 1932
CC(C)N1CCN(Cc2cccn2-c2nccs2)CC1CCO (stereo not drawn) | 1416 | 1916
S=C(Nc1ccc2nsnc2c1)N1CCCCC1 | 1795 | 2191
CCOc1cc(/C=N/n2cnnc2)ccc1OS(=O)(=O)c1ccccc1 | 1562 | 1701
COCCN=c1scc(-c2cccs2)n1/N=C/c1ccc(O)c(O)c1O | 1946 | 2013
COc1cc(OC)c(NC(=S)Nc2cc(Cl)cc(Cl)c2)cc1Cl | 1547 | 1732
O=C(O)c1ccc(NCc2nc3ccccc3n2CCOc2ccccc2Cl)cc1 | 1655 | 1984
O=C1c2ccccc2NC2(CCCC2)N1N=C1CCCC1 | 1475 | 1488
CC(C)C1Nc2ccc(S(=O)(=O)N3CCOCC3)cc2NC1=O (stereo not drawn) | 1549 | 1897
Nc1nc(SCC(=O)c2cccs2)n[nH]1 | 1605 | 1715
Cc1ccc(CNC(=O)C2COc3ccccc3O2)cc1 (stereo not drawn) | 1622 | 1951
C=C(C)C1CC=C(C)/C(=N/NC(=O)c2ccoc2C)C1 (stereo not drawn) | 1427 | 1802
COc1cc(NC(=O)c2ccccc2F)c(OC)cc1NC(=O)CN1CCOCC1 | 1450 | 1480
CC(C)c1ccccc1-n1c(SCc2cc(=O)oc3ccc4ccccc4c23)nnc1-c1cccnc1 | 1819 | 1825
Cc1c([N+](=O)[O-])cc(C(=O)NCc2ccc(F)cc2)cc1[N+](=O)[O-] | 1637 | 1599
Cn1c(O)c(N=NC(=O)c2ccco2)c2ccccc21 | 1623 | 1884
CCOC(=O)C1CCN(S(=O)(=O)c2cc(Br)cc3c2N(C(C)=O)C(C)C3)CC1 (stereo not drawn) | 1570 | 1787
Nc1nc(N2CCCCC2)c(C=O)c(N2CCCCC2)n1 | 1389 | 1607
CCN(CC(=O)NC(C)C)C(=O)Cc1ccc(C)c(C)c1 | 1600 | 2073
O=c1cc(-c2c(F)c(F)c(F)c(F)c2F)oc2c(F)c(F)c(F)c(F)c12 | 1643 | 1601
O=C(Cc1ccc(Cl)cc1Cl)OCC(=O)N1CCN(C(=O)c2ccco2)CC1 | 1494 | 1568
COc1ccccc1N1CCN(CCNC(=O)Nc2cccc(C)c2C)CC1 | 1514 | 2160
CC(=O)Nc1ccc(S(=O)(=O)N2CCC(C(=O)O)CC2)cc1 | 1477 | 1832
CCCN(CC1CC1)C(=S)Nc1ccc(Oc2ccccc2)cc1 | 1466 | 1750
Cc1cc(C)nc(SCCc2ccncc2)n1 | 1544 | 1715
COc1ccccc1C(=O)Oc1ccccc1C(=O)Nc1ccccc1 | 1488 | 2026
O=C(/C=C/c1cccc([N+](=O)[O-])c1)N1CCOCC1 | 1451 | 1758
CSc1nc(-c2ccccc2F)c(C#N)c(=O)n1C | 1759 | 1798
O=C(CSc1nc2scc(-c3ccccc3)c2c(=O)[nH]1)NC1CCCCC1 | 1565 | 1935
COc1ccc(-c2nc(=S)c3ccc4ccccc4c3[nH]2)cc1 | 2008 | 2071
CCCCCCCCNC(=O)/C(C#N)=C/c1ccc(SC)cc1 | 1379 | 1698
c1ccc2c(NCCCN3CCOCC3)c3ccccc3nc2c1 | 1543 | 1657
Cc1ccc(S(=O)(=O)ON2C(=O)c3ccccc3C2=O)c(C)c1 | 1661 | 1822
CCC(C)NC(=O)Cn1cnc2sc(C)c(S(=O)(=O)N3CCN(c4ncccn4)CC3)c2c1=O (stereo not drawn) | 1471 | 1749
COc1ccc(C2Nc3ccccc3C(=O)N2c2ccccc2)cc1CSc1ccccn1 (stereo not drawn) | 2243* | 1840
CC1=CC(=O)c2ccccc2C1=O | 1839 | 1853
COc1cccc(NC(=S)N(Cc2ccco2)C(C)c2ccco2)c1 (stereo not drawn) | 1530 | 1684
COc1ccc(-c2noc(CSc3nc4sc(C)c(C)c4c(=O)n3-c3ccccc3)n2)cc1 | 1809 | 1862
COc1ccc2ccccc2c1/C=N/N1C(=O)CSC1=S | 1580 | 1641
COCc1ccc(CN2CCCC(CCC(=O)NCc3ccc(C)o3)C2)o1 (stereo not drawn) | 1577 | 1942
CCOc1ccc(CCNC(=O)CSc2cc(=O)n(CC)c3ccccc23)cc1OCC | 1684 | 2106
CCCCNC(=S)N/N=C/c1sccc1C | 1694 | 1857
COC(=O)COc1ccc2cccc(-n3cnnn3)c2c1 | 1557 | 1766
O=C(CCc1nnc(-c2ccc3c(c2)OCO3)o1)NC(c1cccnc1)C(F)(F)F (stereo not drawn) | 1606 | 1843
Cc1cc(C)c(NC(=O)C(=O)NCc2ccco2)c(C)c1 | 1870 | 2055
CCCn1nnc(NC(=O)/C=C/c2ccccc2)n1 | 1657 | 1783
Cc1cc(C(=O)N/N=C/c2ccc[nH]2)no1 | 1720 | 1724
N[C@@H](Cc1ccc(O)cc1)c1nnc([C@H](CO)NC(=O)C2CCNCC2)o1 | 1632 | 1813
COC(=O)c1ccc(NC(=O)Nc2ccc(OC)cc2)cc1 | 1538 | 1628
O=C(Nc1ccc2ncccc2c1)c1ccccc1Cl | 1468 | 1710
O=C(CN1CCN(C(c2ccccc2)c2ccccc2)CC1)Nc1ccc(N2CCOCC2)cc1 | 1454 | 1715

# Further records:
Structure | SRC3 TRFRET art | SRC1 TRFRET art
CCCN(CCC)C(=O)c1cc2c(=O)[nH]c3ccc(C)cc3c2s1 | 1846 | 1968
Cc1sc2nc(-c3cccnc3)nc(Cl)c2c1-c1ccccc1 | 1681 | 1885
Cc1ccc(N2C(=O)c3ccc(C(=O)N4CCN(c5ccccc5F)CC4)cc3C2=O)cc1 | 1636 | 1987
CCc1ccc(C2C3=C(CC(C)(C)CC3=O)OC3=C2C(=O)CC(C)(C)C3)cc1 | 1610 | 1690
CCc1nc(C)cn1S(=O)(=O)c1ccc([N+](=O)[O-])cc1 | 1447 | 1731
CCc1c(C)sc(NC(=S)Nc2nc(C)cc(C)n2)c1C(=O)OC | 1507 | 1973
CC1CN(S(=O)(=O)c2ccc(C(=O)Nc3nc(-c4cc5ccccc5o4)cs3)cc2)CC(C)O1 (stereo not drawn) | 1651 | 1833
OCCC1CN(Cc2cccc(C(F)(F)F)c2)CCN1Cc1ccccc1 (stereo not drawn) | 1247 | 1527
CC(=O)NC(CSC(CC(=O)c1ccco1)c1ccc(C)cc1)C(=O)O (stereo not drawn) | 1455 | 1603
N#C/C(=N\Nc1cccc2ccccc12)c1nnc2n1CCCCC2 | 1624 | 1874
O=Cc1c(N2CCOCC2)nc2ccccn2c1=O | 1397 | 1764
Cc1ccc(C)c(NC(=O)C(=O)NCCc2c[nH]c3ccccc23)c1 | 1503 | 1885
COc1ccc(C(=O)CN2C(=O)COc3ccccc32)cc1 | 1465 | 1700
CCOCCOC(=O)C(C)Oc1ccc(Oc2ncc(Cl)cc2Cl)cc1 (stereo not drawn) | 1617 | 1686
CC(=O)Nc1ccc(NC(=S)NC(=O)c2oc3ccccc3c2C)cc1 | 1450 | 1887
Fc1ccc(CNC(=S)Nc2ccc(OC(F)F)cc2)cc1 | 1662 | 1893
COC(=O)N/N=C/c1cc(Cl)cc(Cl)c1OCc1ccc(F)cc1 | 1475 | 1832
COc1ccc(C2CC(=O)N(CC(=O)NCC3CCCO3)c3ccccc3S2)cc1 (stereo not drawn) | 1492 | 1654
CCCNC(=O)COC(=O)c1cccnc1Nc1ccccc1F | 1560 | 1911
CNc1ccc(/C=C/C(=O)c2ccc3c(c2)OCCO3)cc1[N+](=O)[O-] | 1535 | 1820
COc1ccc(NC2=CC(=O)CC(c3ccccc3)C2)cc1 (stereo not drawn) | 1596 | 2033
CCOC(=O)N1CCN(C(=O)C(C)N(c2ccc(Oc3ccccc3)cc2)S(C)(=O)=O)CC1 (stereo not drawn) | 1466 | 1816
Cc1cccc(NC(=O)CSc2nncn2-c2ccccn2)c1 | 1487 | 1645
Cc1cc(/C=C(/C#N)c2nc3ccccc3[nH]2)c(C)n1-c1ccccc1C(=O)O | 1658 | 1807
Cc1ccc(NC(=O)/C(=C\c2cccs2)NC(=O)c2ccccc2)cc1 | 1458 | 1643
O=C(c1cccc(S(=O)(=O)Nc2cccc(C(F)(F)F)c2)c1)N1CCCCC1 | 1821 | 2013
Cc1ccsc1/C=C(\C#N)C(=O)NCc1cccnc1 | 1487 | 1857
Cc1cnc([N+](=O)[O-])n1CCOC(=O)NC(=O)c1ccccc1 | 1407 | 1879
O=C(C1=C[C@H](C2CCCCC2)C[C@H](OCCCCO)O1)N1CCN(Cc2ccccc2)CC1 | 1583 | 1896
COc1ccc(N(C(=O)C2CCCCC2)S(=O)(=O)c2cccc3cccnc23)cc1 | 1796 | 1743
N#Cc1ccc(-c2ccc(OCC(O)CN3CCOCC3)cc2)cc1 (stereo not drawn) | 1714 | 1789
O=C(Nc1nc(-c2ccccn2)cs1)c1cc(Cl)ccc1[N+](=O)[O-] | 1625 | 1806
CCCCCCCCCCCCCCCCn1cc[n+](C)c1 | 1828 | 2017
CCS(=O)(=O)N1CCN(c2cnn(-c3ccccc3)c(=O)c2Cl)CC1 | 1511 | 1532
COC(=O)c1ccccc1NC(=O)C(C)c1ccc([N+](=O)[O-])cc1 (stereo not drawn) | 1715 | 1786
O=C(N/N=C/c1ccncc1)NC1CCCCC1 | 1550 | 2029
COc1ccc(/C=C/C(=O)N(C)c2ccccc2C(=O)O)cc1 | 1335 | 1947
Cc1ccc(NC(=O)Nc2ccccc2CC[N+](=O)[O-])cc1 | 1496 | 1597

# Filtered by structure: those above with a CF3 group
Structure | SRC3 TRFRET art | SRC1 TRFRET art
O=C(CCc1nnc(-c2ccc3c(c2)OCO3)o1)NC(c1cccnc1)C(F)(F)F (stereo not drawn) | 1606 | 1843
OCCC1CN(Cc2cccc(C(F)(F)F)c2)CCN1Cc1ccccc1 (stereo not drawn) | 1247 | 1527
O=C(c1cccc(S(=O)(=O)Nc2cccc(C(F)(F)F)c2)c1)N1CCCCC1 | 1821 | 2013
